Assay outcomes deposited in PubChem BioAssay by several laboratories.
DAX1 inh-1: NR0B1 (DAX1) inhibition; P51843; HEK293 Gal4-DAX1 luciferase reporter, luminescence; inhibition, % at 6.75 µM; 340,000 compounds, 0.99% hits; AID 504766;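 active = inhibition above the mean over all tested compounds plus 3 SD, cut at about 4.2% in these data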;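 also: 0% = DAX1-transfected cells with DMSO and 100% = empty-vector control cells with DMSO; inhibition shows as a rise in luminescence from relieved DAX1 repression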
Target sequence (P51843 207-470 limits assumed): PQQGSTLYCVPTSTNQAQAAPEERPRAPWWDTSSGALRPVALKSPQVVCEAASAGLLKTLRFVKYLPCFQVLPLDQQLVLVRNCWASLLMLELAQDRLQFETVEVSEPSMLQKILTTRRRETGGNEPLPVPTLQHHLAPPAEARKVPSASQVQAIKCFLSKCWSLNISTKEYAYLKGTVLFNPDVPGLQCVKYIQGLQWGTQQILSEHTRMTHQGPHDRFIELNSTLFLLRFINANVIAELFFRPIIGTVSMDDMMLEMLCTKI
hcDAF-12 act: H. contortus DAF-12 activation, primary screen. HEK293 hcDAF-12 lit1-tk-luc reporter, luminescence; 0% DMSO, 100% Δ7-dafachronic acid. activation, % at 6.8 µM. 370,000 compounds, 1.4% hits. AID 652067;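 active = activation above the mean of all tested compounds plus 3 SD, cut at about 5.5% in these data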;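 also: 100% = response to 3 µM Δ7-dafachronic acid high control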
ADAM10 inh: ADAM10 inhibition, QFRET primary screen; recombinant ADAM10, EDANS/DABCYL FRET peptide cleavage, 3 h; inhibition, % at 7 µM; 370,000 compounds, 0.62% hits;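 active = inhibition above a per-campaign cutoff equal to the mean of compounds falling between control-based bounds plus 3 SD, cut at about 20% in these data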;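 also: 0% = DMSO wells while the 100% control is not disclosed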
Target sequence (O14672 214-748 limits assumed): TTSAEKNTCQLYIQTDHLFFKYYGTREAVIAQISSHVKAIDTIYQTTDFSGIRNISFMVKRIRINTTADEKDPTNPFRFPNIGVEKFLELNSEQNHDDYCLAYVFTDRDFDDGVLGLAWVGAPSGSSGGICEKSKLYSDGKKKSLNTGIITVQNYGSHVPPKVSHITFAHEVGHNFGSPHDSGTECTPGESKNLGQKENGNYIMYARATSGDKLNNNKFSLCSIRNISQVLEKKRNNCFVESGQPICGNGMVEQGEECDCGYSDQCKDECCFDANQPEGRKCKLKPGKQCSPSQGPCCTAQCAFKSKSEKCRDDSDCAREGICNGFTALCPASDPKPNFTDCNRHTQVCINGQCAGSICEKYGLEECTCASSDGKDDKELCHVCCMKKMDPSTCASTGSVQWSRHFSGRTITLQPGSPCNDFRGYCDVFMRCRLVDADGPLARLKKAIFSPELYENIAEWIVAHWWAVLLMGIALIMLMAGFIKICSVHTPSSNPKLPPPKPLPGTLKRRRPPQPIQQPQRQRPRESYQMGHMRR
SMARCA2 act: SMARCA2 function activation, primary screen; activation, % at 9.1 µM; MG213 cells, MMTV-luciferase reporter, dexamethasone, overnight; 370,000 compounds, 1% hits; AID 652017; in the data active = activation above about 7.8%;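 also: 0% = vehicle wells and 100% = reference activator wells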
HGIII-sPLA2 inh: Blocks human group III sPLA2 activity; Q9NZ20; QFRET BODIPY PC-A2 liposome hydrolysis, fluorescence; inhibition, % at 12.2 µM; 370,000 compounds, 0.56% hits;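 active = inhibition above mean plus 3 SD of compounds lying within the high and low control bounds, cut at about 19% in these data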;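 also: 0% = median of test compound wells and 100% = no enzyme DMSO wells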
GAA850 FXN act: frataxin GAA850 promoter activation | HEK293 lucGAA850 FXN promoter luciferase reporter, 24 h; percent of 10 µM SAHA response | activation, % at 6 µM | 360,000 compounds, 0.56% hits;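 active = activation above the average of all compounds screened plus 3 SD, cutoff fixed separately per campaign, cut at about 7.5% in these data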;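 also: 0% = DMSO wells and 100% = 10 µM SAHA wells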
ssDAF12 agonist: activates DAF-12 receptor from parasite S. stercoralis; HEK293 ssDAF-12/GRIP1 lit1-tk-luc reporter, luminescence; % of 3 µM dafachronic acid response; activation, % at 6.8 µM; 370,000 compounds, 1% hits; AID 652126;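 active = activation above the mean over all tested compounds plus 3 SD, cut at about 0.9% in these data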;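 also: 0% = DMSO-only wells and 100% = 3 µM delta7-dafachronic acid wells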
GC-B act: GC-B (human) receptor activation | HEK293-GC-B cells, CNP EC30, cGMP TR-FRET; 0% at EC30 CNP, 100% saturating CNP | 370,000 compounds, 0.11% hits | activation, % at 10 µM;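 active = activation at 10 µM reaching about 35% in either raw or pattern-adjusted values, limit read from the data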
hgDAF12 agonist: activates the H. glycines DAF-12 receptor ligand-binding domain; HEK293 GAL4-hgDAF12 UAS-luciferase reporter, agonist luminescence; normalized to butyrate control; activation, % at 6.8 µM; 370,000 compounds, 1.8% hits; AID 687014;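 active = activation above a cutoff set at the mean of all screened compounds plus 3 SD, cut at about 10% in these data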;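 also: 0% = DMSO wells and 100% = sodium butyrate wells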
GC-A act: GC-A (human) enzyme activation; P16066; HEK293 GC-A cells, cGMP TR-FRET, EC30 ANP; 0% at EC30 ANP, 100% saturating ANP; activation, % at 10 µM; 370,000 compounds, 0.14% hits; AID 1671463; in the data active = activation above about 40%
DAX1 inh-2: blocks DAX1 repression of SF-1 activated StAR promoter; 370,000 compounds, 1.1% hits; AID 652010; HEK293T StAR-luciferase reporter, SF-1/DAX-1 repression relief; inhibition, % at 6.8 µM;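 active = inhibition above the mean over all tested compounds plus 3 SD, cut at about 3.6% in these data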;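 also: 0% = DAX-1 cells with DMSO and 100% = cells lacking DAX-1 with DMSO; higher inhibition means more luminescence from relief of DAX-1 repression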
* marks the source's active call; other numbers are inactive results; i = inactive; . = no result given. Hits appear at their usual frequency; about 6.6% have a hit in one of these screens.

SMILES | DAX1 inh-1 | hcDAF-12 act | ADAM10 inh | SMARCA2 act | HGIII-sPLA2 inh | GAA850 FXN act | ssDAF12 agonist | GC-B act | hgDAF12 agonist | GC-A act | DAX1 inh-2
COc1ccc(CNC(=O)N2CCc3nc(Nc4cc(OC)c(OC)c(OC)c4)ncc3C2)cc1 | . | -1.5 | -12 | 2 | 11 | -1.9 | -1.6 | -4 | -6.5 | -6 | -2.2
Cc1ccc(-n2c(O)c(/C=N/Nc3ccc(S(=O)(=O)N4CCOCC4)cc3[N+](=O)[O-])c3ccccc3c2=O)c(C)c1 | -1.8 | -2.9 | -261 | -6 | 3 | 0.1 | -2.1 | 2 | -3.4 | -17 | -1.0
O=C(NCCc1c[nH]c2ccccc12)C1CCN(S(=O)(=O)c2ccccc2)CC1 | -0.7 | 1.9 | 1 | -3 | -53 | 0.8 | -1.3 | -3 | 0.9 | -1 | 0.0
O=C(CCS(=O)(=O)c1ccc(Cl)cc1)N1CCCc2ccccc21 | 1.2 | 2.5 | 8 | 2 | 0 | 2.1 | -0.6 | 1 | -0.4 | 0 | -2.1
COc1ncnc(OC)c1S(=O)(=O)NCc1ccccc1 | -0.3 | 1.8 | -8 | 0 | 3 | 1.4 | -0.1 | 5 | 2.4 | 6 | 0.5
CC(C)N(C(=O)CSc1nc2ccccc2n1-c1ccccc1)C(C)C | -0.7 | -1.9 | 13 | -2 | -2 | -4.1 | -1.0 | -4 | -2.5 | -8 | -1.0
O=C(N[C@H](C(=O)N1CCC[C@H]1C(=O)NCCc1ccccc1Cl)c1ccccc1)c1ccccc1 | . | -0.4 | 0 | -4 | 1 | . | -0.6 | -7 | -3.4 | -9 | -0.3
COC(=O)CN1C(=O)C(C)(C)Oc2ccc(C(=O)NC3CCCC3)cc21 | 0.1 | -1.7 | 1 | -1 | 3 | 1.9 | -1.2 | 3 | -2.3 | 1 | 0.1
N#CCCN(C(=O)COC(=O)CNC(=O)c1cccs1)c1ccc(F)cc1 | 2.2 | 0.6 | -1 | -2 | 3 | 1.4 | -1.5 | 3 | -1.2 | 2 | 0.3
Cc1ccc(S(=O)(=O)c2nc(NC3CCS(=O)(=O)C3)sc2Cl)cc1 (stereo not given) | -1.1 | 0.2 | 3 | -1 | -3 | 0.3 | -1.0 | -4 | -1.1 | -2 | -0.4
O=C(Nc1ccccc1C(=O)O)c1cc(S(=O)(=O)Nc2cccc(F)c2)ccc1Cl | -1.1 | -1.9 | 12 | 4 | -28 | 1.2 | -1.3 | 4 | -3.4 | 0 | 0.2
CCCCN1C(=O)C(NC(C)=O)c2ccccc21 (stereo not given) | 3.0 | -1.1 | 5 | -2 | 2 | 0.8 | -0.8 | 3 | 0.5 | 2 | -0.2
O=C(/C=C/c1ccco1)N(Cc1cccc(Br)c1)C1CCS(=O)(=O)C1 (stereo not given) | 2.1 | -0.1 | 8 | 7 | 1 | -0.2 | -1.2 | -9 | -0.4 | -6 | 0.8
CCOP(=O)(O)c1ccccc1OCCOc1ccccc1P(=O)(O)OCC | 1.2 | -2.3 | -3 | -1 | 0 | -1.7 | -1.1 | 6 | -0.4 | 6 | -0.3
CCOC(=O)C1CCCN(C(=O)c2cccc(Cl)c2)CC1 (stereo not given) | . | -0.8 | -4 | -1 | 5 | 0.6 | -1.4 | 3 | -2.7 | 3 | -0.2
O=C(Nc1nnc(C2CC2)s1)c1ccc(Cl)c(S(=O)(=O)N2CCc3ccccc3C2)c1 | 0.9 | -0.8 | -2 | -1 | -1 | 2.3 | -0.2 | 0 | 1.5 | -5 | 0.3
CCn1nc(C(=O)N2CCc3ccccc32)c2ccccc2c1=O | 1.2 | -1.8 | -13 | 0 | 5 | 1.6 | -0.7 | 1 | -0.7 | 1 | 0.9
CCN1CCN(C(=S)c2ccc(SC)cc2)CC1 | 0.1 | -0.1 | -5 | -2 | 0 | 0.2 | -1.4 | 4 | 4.3 | 2 | -0.8
COC(=O)[C@H](Cc1ccccc1)NC(=O)NC(C)CCc1ccccc1 (stereo not given in full) | 2.7 | -1.1 | 5 | -1 | 1 | 0.7 | -0.7 | -1 | -1.1 | 6 | -0.1
Cc1ccc(NC(=O)c2cccs2)cc1NC(=O)c1ccco1 | 1.0 | -1.8 | 2 | 1 | -2 | -0.1 | -0.7 | -2 | 1.5 | 4 | -0.1
CCCC1=C(C(=O)OCC)C(c2ccccc2OC)NC(=O)N1 (stereo not given) | -0.6 | -2.5 | -8 | 0 | -1 | 0.4 | -1.2 | -4 | 1.8 | -3 | -0.5
CC(C)CCn1c(SCCN2CCOCC2)nc2c1c(=O)[nH]c(=O)n2C | -0.6 | 0.3 | -18 | -5 | 3 | 2.8 | -1.0 | -6 | -1.4 | 2 | -0.2
COC(=O)C1CN(Cc2cn(Cc3ccc(Cl)cc3)nn2)CCS(=O)(=O)N1Cc1ccc(OC)cc1 (stereo not given) | . | -2.5 | -22 | -2 | -5 | . | -2.0 | -6 | -2.6 | -2 | -2.5
Cc1ccc(OCCn2cnc3c2c(=O)n(C)c(=O)n3C)cc1 | -1.7 | -2.0 | -5 | -2 | -2 | 2.5 | -0.9 | 1 | -0.7 | 2 | 0.1
O=C(Nc1sc2c(c1-c1nc3ccccc3s1)CCNC2)C(F)(F)F | . | 0.1 | -121 | . | -20 | . | -1.3 | -10 | -1.5 | -8 | .
COC(=O)[C@@]12C[C@@H](CC(=O)N3CCSCC3)C(=O)N(CCc3ccc(OC)c(OC)c3)C1=CCC(C)(C)C2 | . | 0.8 | -5 | 1 | -2 | . | -1.4 | 2 | -1.1 | -1 | -0.3
CCCc1cc(=O)oc2cc(OC(C)C(=O)NCC3CCC(C(=O)O)CC3)ccc12 (stereo not given) | 1.5 | -0.7 | -167 | -1 | 7 | 0.1 | -1.5 | -6 | -2.3 | 0 | 0.3
Cc1ccc(OCC(=O)NC2CC(C)(C)NC(C)(C)C2)cc1C | 2.3 | -1.8 | 1 | -3 | 0 | 0.8 | -1.4 | 4 | -2.6 | 1 | 0.4
O=C(c1ccccn1)N1CCCC(N2CCN(Cc3ccc4c(c3)OCO4)CC2)C1 (stereo not given) | 0.6 | 2.1 | -6 | -2 | 7 | 2.7 | -1.3 | 0 | 0.2 | -2 | 1.3
Brc1ccc(CN2CCN(Cc3c[nH]c4ccccc34)CC2)cc1 | 0.8 | 3.7 | -2 | -3 | -26 | 3.6 | -0.3 | -6 | -0.4 | -13 | -0.4
COc1cccc(OC)c1C(=O)Nc1c(C)n(C)n(-c2ccccc2)c1=O | 0.4 | -0.2 | 1 | 0 | 4 | 6.4 | -1.4 | 10 | -0.6 | 3 | 0.4
O=C(CN1CCN(c2ccccc2F)CC1)c1ccc2c(c1)OCO2 | -0.1 | 0.6 | 3 | 0 | 8 | 1.1 | -0.8 | 0 | 4.1 | 0 | 0.0
Cc1cc(C)n2nc(C(=O)Nc3cccc(S(=O)(=O)N(C)c4ccccc4)c3)nc2n1 | 1.0 | -2.5 | 5 | 0 | -1 | 2.9 | -1.5 | 0 | -1.7 | -2 | -0.6
C[C@@H](c1ccccc1)N1C[C@H](COCc2ccccc2)Oc2cc(N3CCC[C@H]3C(N)=O)ccc2S1(=O)=O | . | 0.5 | -6 | -3 | 4 | . | -1.3 | -4 | 0.0 | -4 | -3.2
Cc1ccc(NC(=O)CN(C)C(=O)c2ccccc2Cc2ccccc2)cc1 | 0.5 | -1.6 | 2 | 0 | -13 | 0.6 | -1.2 | -3 | 1.1 | 1 | -0.7
CCOc1ccc(NC(=O)c2c(N)n(C)c(=O)[nH]c2=O)cc1 | 0.2 | -0.8 | -7 | 1 | 4 | 2.0 | -1.4 | -7 | 4.8 | 5 | 1.1
CCNC(=O)CSc1nc2ccccc2c(=O)n1-c1cccc(OC)c1 | -1.2 | -1.1 | -7 | -3 | 7 | 1.7 | -1.1 | 5 | 0.2 | -1 | 0.0
CC(C)(C)c1ccc(S(=O)(=O)NCC(=O)N2CCN(C(=O)c3ccco3)CC2)cc1 | -0.1 | -0.1 | 3 | 1 | -2 | -0.4 | 0.8 | 3 | 0.5 | -2 | -0.9
Cc1ccc(NS(=O)(=O)c2ccc3c(c2)NC(=O)C(C)C(=O)N3)cc1C (stereo not given) | -0.1 | 0.3 | -9 | 0 | -2 | -1.3 | -1.0 | 7 | 0.8 | 1 | 0.5
O=C(CN1CCN(c2ccc(Cl)cc2)CC1)Nc1ccc(F)c(F)c1 | 0.4 | 4.5 | 9 | 0 | -1 | -0.9 | -1.5 | -12 | 2.4 | 0 | -0.6
OC(CN1C2=NCCCN2c2ccccc21)c1ccc2c(c1)OCO2 (stereo not given) | 0.3 | -1.5 | -10 | -1 | 3 | 2.2 | -1.3 | -2 | -2.2 | -2 | 0.1
CCOC(=O)c1[nH]c(C)c(C(=O)OCC(=O)NC(=O)NC(C)(C)C)c1C | 1.2 | -1.3 | 4 | -3 | 4 | 1.4 | -1.3 | 7 | -1.2 | 5 | -0.5
CC(O)c1nc(C(C)O)n(CC(=O)c2ccccc2)n1 (stereo not given) | -0.6 | -2.3 | -12 | 0 | 6 | -0.2 | -1.0 | 1 | -1.9 | 0 | 0.0
CCCCOc1ccc(CN=C(N)N)cc1Cl | -0.4 | -1.8 | -6 | -4 | 5 | -0.1 | -1.7 | 6 | -2.9 | 4 | -0.5
COc1ccc(C(=O)O/N=C(/c2cccs2)C(C)(C)C)cc1 | 0.1 | 0.1 | -4 | -2 | 6 | -0.8 | -0.3 | 1 | -4.1 | -5 | -0.8
Cc1cc(C)nc(SCc2nc3ncccn3c2Br)n1 | 0.1 | -1.4 | i | -1 | -1 | 0.1 | -1.2 | 6 | -0.7 | 2 | 0.6
COc1ccc(C)cc1S(=O)(=O)N(C)CC(=O)NC1CC1 | 1.6 | -0.3 | 2 | -1 | 4 | -1.4 | -0.7 | 2 | -1.4 | 3 | 0.3
Cc1ccc(NC(=O)CCC(=O)NNC(=O)c2cccs2)c(C)c1 | -0.5 | 0.2 | 4 | -3 | 0 | -2.7 | -1.0 | 5 | 2.7 | 0 | 0.3
O=S(=O)(c1ccc2ccccc2c1)N1CCOCC1 | -0.1 | -0.7 | 12 | -2 | 1 | 1.8 | -0.9 | 1 | -1.4 | -3 | -0.1
Cc1cccc(NC(=O)CCCN=C2NS(=O)(=O)c3ccccc32)c1C | -0.7 | -0.1 | 56* | 0 | -4 | 2.4 | -0.9 | 2 | -0.4 | 3 | 0.4
Cc1cc(-c2csc(NC(=O)C3=COCCO3)n2)c(C)n1C | -0.2 | 1.1 | -4 | 0 | -7 | 2.1 | -0.3 | 4 | 2.4 | 1 | 2.3
CCOc1ccc(-n2nc3c(=S)[nH]nc(C)c3c2C)cc1 | 0.1 | -2.0 | -9 | -1 | 19 | 3.0 | -1.4 | 3 | -1.4 | 19 | 0.6
